UHRF1 MBD2 ctr – blocks human UHRF1 binding to methylated DNA; UHRF1 binding to methylated oligo, TR-FRET; AID 687016; inhibition, % at 4.4 µM; 370,000 compounds, 0.75% hits; in the data active = inhibition above about 21%;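 note: UHRF1 SRA domain binding a hemimethylated CpG hairpin DNA probe; 0% = median of test compound wells and 100% = reference inhibitor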
NR1D1 modulator – Rev-erb alpha (human) modulation; P20393; Rev-erbα–FITC-DNA binding, fluorescence polarization, 90 min; activity, % at 10 µM; 370,000 compounds, 0.79% hits; AID 1259318;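 active = activity above about 14%, limit read from the data; passing the limit was not always enough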;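 note: 0% = DMSO wells with 35 nM protein and 100% = DMSO wells with 750 nM protein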
proKLK7 act – activators of human kallikrein-7 zymogen; P49862; purified proKLK7, EDANS-DABCYL substrate fluorescence; 100% is mature enzyme control, 0% vehicle; activation, % at 7 µM; 370,000 compounds, 0.9% hits;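 active = activation above the mean of all tested compounds plus 3 SD, computed per campaign excluding outliers beyond control limits, cut at about 13% in these data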
PLC-gamma1 inh – inhibitors of human phospholipase C gamma1 | purified PLC-gamma1, fluorogenic substrate, fluorescence | AID 720700 | inhibition, % at 12.2 µM | P19174 | 370,000 compounds, 0.84% hits; in the data active = inhibition above about 9.5%
DDE Tn7 FP inh – DD(E)-Tn7 binding inhibition, primary FP screen. FP displacement of FITC-Tn7 peptide from fibrin DD(E); 0% = median of compound wells per plate. inhibition, % at 8.3 µM. 370,000 compounds, 0.13% hits;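 active = inhibition above the mean of compounds falling within the control limits plus 3 SD of them, cut at about 14% in these data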;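 note: 0% = plate median of compound wells and 100% = 10 µM Aha-Tn7 peptide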
Target sequence (P02675 whole entry, looked up): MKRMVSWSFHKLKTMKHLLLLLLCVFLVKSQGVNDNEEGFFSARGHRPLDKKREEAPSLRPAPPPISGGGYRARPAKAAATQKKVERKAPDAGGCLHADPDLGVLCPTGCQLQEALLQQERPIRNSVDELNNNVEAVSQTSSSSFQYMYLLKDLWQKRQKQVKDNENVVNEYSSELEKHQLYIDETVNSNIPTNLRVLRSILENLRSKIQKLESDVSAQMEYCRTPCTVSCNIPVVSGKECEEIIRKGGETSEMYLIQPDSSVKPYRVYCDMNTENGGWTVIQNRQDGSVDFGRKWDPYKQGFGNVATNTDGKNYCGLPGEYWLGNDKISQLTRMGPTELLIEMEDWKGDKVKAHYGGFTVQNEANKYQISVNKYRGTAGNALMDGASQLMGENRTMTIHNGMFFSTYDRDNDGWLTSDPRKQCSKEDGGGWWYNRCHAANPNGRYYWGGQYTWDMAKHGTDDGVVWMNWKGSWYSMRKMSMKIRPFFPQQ
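Assay system: human fibrin DD(E) protein / Input: 2 µM fibrin DD(E) / Benchmarks: high control of 10 µM Aha-Tn7 peptide / Measured by: fluorescence polarization of the labelled Tn7 tracer / Medium: Tris buffer with calcium and detergent, pH 7.8 / Timing: 10 min compound pre-incubation, 3 h probe incubation at room temperature / Repeats: one replicate per compound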
ARFGAP1 inh – rat ARFGAP1 inhibition; Q62848; Arfgap1-stimulated ARF1 GTP hydrolysis, GDP FP detection; inhibition, % at 16.5 µM; 360,000 compounds, 0.26% hits;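 active = inhibition above a per-plate limit, mean inhibition of low control wells plus 3 SD, cut at about 25% in these data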;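 note: 0% = DMSO wells with enzyme and 100% = wells lacking Arfgap1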
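Assay system: Rat Arfgap1 GAP domain (His6, aa 1-136), purified enzyme | Buffer or medium: HEPES 25 mM pH 7.5, NaCl 150 mM, MgCl2, DTT | Schedule: GTP hydrolysis reaction 2 h at 25 °C | Signal: FP of antibody-bound GDP Alexa 633 tracer, ex 620/em 688 nm | Measure: Percent inhibition of Arfgap1-stimulated GTP hydrolysis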
sPLA2-III inh – Inhibits HGIII-sPLA2 liposome hydrolysis, primary screen. QFRET BODIPY PC-A2 liposome hydrolysis, fluorescence. inhibition, % at 12.2 µM. 370,000 compounds, 0.56% hits. AID 743126;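 active = inhibition above mean plus 3 SD of compounds lying within the high and low control bounds, cut at about 19% in these data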;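 note: 0% = median of test compound wells and 100% = no enzyme DMSO wells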
DDE Tn6 FP inh – inhibitors of Tn6 peptide binding to human fibrin DD(E) | inhibition, % at 8.3 µM | 370,000 compounds, 0.21% hits | P02675 | Fibrin DD(E) TRITC-Tn6 fluorescence polarization displacement;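 active = inhibition above a per-campaign cutoff: mean of compounds within control limits plus 3 SD, cut at about 15% in these data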;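 note: 0% = median of all compound wells on the plate and 100% = blocking peptide control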
ASAP1 GAP inh – inhibitors of human ASAP1 ArfGAP activity | AID 624377 | ASAP1-stimulated ARF1 GTP hydrolysis, GDP FP detection | Q9ULH1 | inhibition, % at 16.5 µM | 360,000 compounds, 0.19% hits; in the data active = inhibition above about 25%;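 note: 0% = vehicle with enzyme and substrate and 100% = no enzyme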
PLC-beta3 inh – blocks human PLC-beta3 enzyme activity | inhibition, % at 12.2 µM | 370,000 compounds, 0.18% hits | Purified PLC-beta3, fluorogenic substrate, fluorescence | Q01970; in the data active = inhibition above about 11%;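 note: 0% = median of compound wells on plate and 100% = full blocker control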
Numbers without * were called inactive.

SMILES	UHRF1 MBD2 ctr	NR1D1 modulator	proKLK7 act	PLC-gamma1 inh	DDE Tn7 FP inh	ARFGAP1 inh	sPLA2-III inh	DDE Tn6 FP inh	ASAP1 GAP inh	PLC-beta3 inh
CCOC(=O)c1sc(NC(=O)CCSC)nc1C	0	0	-0.7	-1	-4	1	2	-13	5	-2
O=S(=O)(c1cccs1)n1cnc2ccccc21	1	4	-0.4	5	3	9	4	-5	-6	6
COc1ccc(CCNC(=O)C(=O)c2cn(CC(=O)N3CCCC3)c3ccccc23)cc1	2	-1	-0.8	3	-4	-4	-6	-8	1	-2
COc1ccccc1NS(=O)(=O)c1ccc(C)c(C(=O)NCCCN2CCCC2=O)c1	-2	5	-0.5	2	2	-5	-4	2	-10	-1
COC(=O)C1=C(C)N(CC(C)C)C(=S)NC1c1cccc(OC)c1 (configuration not stated)	2	-4	0.3	2	-1	13	4	3	17	0
CC(=O)Nc1ccc(C(=O)N2CCCCC2c2cc(C(=O)Nc3cccc4c3CCCC4)no2)cc1 (configuration not stated)	-2	3	0.7	2	0	6	-16	0	-3	0
CC1(C)CC(=O)C2=C(C1)OC(=O)CC2c1cccs1 (configuration not stated)	10	1	0.5	0	-3	5	2	9	-8	-6
Cc1c(Cl)cccc1N(CC(=O)NC1CCCCC1)S(C)(=O)=O	-1	-2	0.3	7	3	1	1	-11	-5	7
COc1ccc(S(=O)(=O)Cc2ccc(C(=O)NC(C)C)o2)cc1	-1	2	0.3	1	-1	11	2	6	-4	3
O=C(Nc1ccc2c(c1)CCCN2C(=O)c1ccco1)c1cc([N+](=O)[O-])ccc1Cl	1	-4	0.3	-1	-1	-5	-7	3	-15	1
COc1ccc(C2(C)ON(c3ccccc3C(F)(F)F)C2=O)cc1 (configuration not stated)	0	-3	0.4	-2	-2	15	-13	-8	-12	-2
O=C(NC1CCCC1)c1ccc(Br)c(S(=O)(=O)N2CCCCC2)c1	1	2	0.3	1	6	7	10	-1	1	-6
COc1ccc2[nH]c(=O)c(CN(C(=O)c3ccco3)C3CCCCC3)cc2c1	-1	6	0.3	-23	4	10	-3	2	-14	-29
CCOC(=O)CSc1nnc2n(C3CCCCC3)c(=O)c3c4c(sc3n12)CCCC4	-7	1	-0.7	1	-2	1	3	2	2	-26
Cc1ccc(Cc2c(-c3ccco3)nc3ccc(Br)cn23)cc1	0	-12	0.0	-19	0	0	-3	-1	-9	-27
COc1ccc(Cl)cc1C(=O)Nc1ccc(S(=O)(=O)N2CCCC2)cc1	7	15	-0.5	0	-5	2	7	5	-1	1
CC(C)N=c1c([N+](=O)[O-])nn(C)n1O	0	1	-0.1	0	-1	9	2	-2	-18	-5
COCC(C)NC(=O)c1ccc2c(c1)S(=O)(=O)c1ccccc1C2=O (configuration not stated)	-1	-5	0.0	-2	0	5	-2	9	-8	-5
Cc1sc2ncnc(N3CCC(C(=O)NCC(=O)Nc4ccc(F)c(F)c4)CC3)c2c1C	0	-8	-0.2	0	1	25*	-33	-3	-14	-8
O=C(COC(=O)CC1SC(N2CCCC2)=NC1=O)Nc1ccc(Br)cc1 (configuration not stated)	1	-5	0.3	-1	4	-6	-2	4	-7	1
O=C(Nc1cc(Cl)cc(Cl)c1)C1C2C=CC3(O2)C1C(=O)N(CCCN1CCOCC1)C3C(=O)NC1CCCCC1 (configuration not stated)	2	4	-0.2	0	-4	0	1	-5	-13	-10
CN(c1ccc(OCC(=O)Nc2nc3ccccc3s2)cc1)S(=O)(=O)c1ccccc1	5	2	0.3	0	0	4	-2	-3	1	-3
COc1ccc(C(=O)Nc2ccnn2C2CCN(C(=O)c3cnsn3)CC2)cc1	1	-1	0.0	4	-1	8	-1	0	10	1
COc1ccc(C(=O)OCn2nnc3ccccc3c2=O)cc1OC	3	4	0.3	3	-5	0	3	-6	4	4
Cc1ccc(S(=O)(=O)/N=C2/NC(=O)/C(=C/c3ccncc3)S2)cc1	-3	-7	-0.2	-4	1	8	-3	2	-3	-1
